# High-throughput results from PubChem.
# LMPTP inh = blocks human LMPTP phosphatase; recombinant LMPTP-A, OMFP fluorogenic substrate, fluorescence intensity; inhibition, % at 20 µM; 360,000 compounds, 0.22% hits; AID 651560;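 active = compounds that cut the enzyme signal by at least half of the control window in the single-dose screen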;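 note: plate controls were DMSO wells with enzyme plus substrate for no effect and substrate without enzyme for full effect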
# Target sequence (P24666 whole entry, looked up): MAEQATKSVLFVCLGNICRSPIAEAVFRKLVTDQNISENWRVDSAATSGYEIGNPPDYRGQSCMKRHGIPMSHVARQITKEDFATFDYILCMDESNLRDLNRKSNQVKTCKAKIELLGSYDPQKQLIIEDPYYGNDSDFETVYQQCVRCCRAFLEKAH
#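 Assay system: LMPTP-A phosphatase enzyme | Input: 0.625 nM enzyme | Also added: Fluorogenic phosphatase substrate OMFP at 400 µM final | Compound dosing: One test concentration per compound, 20 µM, with 3% DMSO overall | Schedule: 50 min enzyme reaction at room temperature, protected from light | Signal: Fluorescence intensity | Benchmarks: no-enzyme and uninhibited controls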
# NadD block = blocks S. aureus nicotinate mononucleotide adenylyltransferase | 360,000 compounds, 0.78% hits | purified NadD enzyme, colorimetric absorbance read-out | AID 602399 | inhibition, % at 20 µM; in the data active = inhibition above about 26%; note: some compounds past the cut are filed as inactive
# Scp1 inh = blocks human Scp-1 phosphatase activity; Q9GZU7; inhibition, % at 20 µM; Recombinant Scp1, phosphopeptide, malachite green phosphate absorbance; 340,000 compounds, 0.88% hits; AID 493091;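 active = inhibition above about 50% at 20 µM, limit read from the data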;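 note: plate controls were DMSO wells with enzyme for no effect and wells lacking enzyme for full effect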
#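 Times: enzyme reaction 45 min at room temperature, colour 5 min, stabilisation 30 min. Material: SCP-1 catalytic fragment, aa 76-261. Medium: Acidic Tris acetate buffer with magnesium and detergent. Signal: colorimetric free-phosphate detection, absorbance 630 nm. Read-out basis: % inhibition of SCP-1 phosphate liberation. Reagent: Phosphorylated 17-residue peptide substrate.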
# SUMO1 PPI mod = modulators of human SUMO1-mediated protein-protein interactions | 360,000 compounds, 0.33% hits | SUMO1 binding to a labelled peptide, TR-FRET, 1 h | AID 602429 | inhibition, % at 20 µM | P63165; in the data active = inhibition above about 37%
# Target sequence (P63165 whole entry, looked up): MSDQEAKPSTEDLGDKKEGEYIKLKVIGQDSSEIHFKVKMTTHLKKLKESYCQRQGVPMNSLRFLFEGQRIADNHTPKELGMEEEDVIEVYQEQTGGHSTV
# Rpn11 block = blocks the human proteasome subunit Rpn11 | O00487 | human 26S proteasome, Ub4-pepOG fluorescence polarization; 20S core pre-blocked with epoxomicin | calls only at 20 µM | 360,000 compounds, 0.59% hits | AID 588493;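 active = inhibition at 20 µM, scaled to each plate's controls, above about 33%, limit read from the data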
# DNMT1 block = inhibitors of human DNMT1; P26358; inhibition (reported as % activation of signal), % at 10 µM; AID 588458; DNMT1 molecular beacon, Hinp1I cleavage, fluorescence; 360,000 compounds, 0.83% hits; in the data active = inhibition above about 50%
# STEP block = STEP (human) phosphatase inhibition. inhibition, % at 20 µM. P54829. 360,000 compounds, 0.25% hits. AID 588621. recombinant STEP, OMFP fluorogenic substrate, fluorescence;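 active = inhibition at 20 µM, scaled per plate between control wells, above about 37%, limit read from the data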;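 note: 0% = DMSO with enzyme and substrate and 100% = substrate only without enzyme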
# Target sequence (P54829 whole entry, looked up): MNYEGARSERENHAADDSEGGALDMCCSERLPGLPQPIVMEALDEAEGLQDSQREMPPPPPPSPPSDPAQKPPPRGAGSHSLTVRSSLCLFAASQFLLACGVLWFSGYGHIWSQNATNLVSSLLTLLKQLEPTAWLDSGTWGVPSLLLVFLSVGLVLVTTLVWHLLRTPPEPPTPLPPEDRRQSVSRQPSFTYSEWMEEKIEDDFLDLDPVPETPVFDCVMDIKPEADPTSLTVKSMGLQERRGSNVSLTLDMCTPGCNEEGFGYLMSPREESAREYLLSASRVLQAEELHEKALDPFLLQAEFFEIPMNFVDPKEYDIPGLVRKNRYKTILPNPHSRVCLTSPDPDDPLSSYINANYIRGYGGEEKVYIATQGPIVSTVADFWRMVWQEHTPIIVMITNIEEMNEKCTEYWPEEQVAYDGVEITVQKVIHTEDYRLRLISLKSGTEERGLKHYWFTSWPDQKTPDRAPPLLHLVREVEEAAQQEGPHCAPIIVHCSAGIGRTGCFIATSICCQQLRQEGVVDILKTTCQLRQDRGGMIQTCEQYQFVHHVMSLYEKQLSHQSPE
#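 System: STEP phosphatase, cell-free reaction; Buffer or medium: Bis-Tris pH 6.0 buffer with DTT, detergent; Incubation: 20 min at room temperature, dark; Measured by: fluorescence, 480/540 nm.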
# MsrA inh = inhibitors of bovine MsrA; purified bovine MsrA, absorbance read-out; inhibition, % at 15.5 µM; 360,000 compounds, 0.75% hits; AID 651718; in the data active = inhibition above about 4.5%;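 note: 0% = vehicle wells with enzyme and 100% = reference inhibitor wells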
# CSN inh = blocks human CSN-mediated cullin deneddylation; inhibition, % at 12.5 µM; Q92905; AID 651999; Purified CSN, SCF-Nedd8-OG deneddylation, fluorescence polarization; 360,000 compounds, 0.38% hits;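 active = pattern-corrected inhibition above about 35%, with an unprinted fluorescence ratio check between 0.5 and 1.5, limit read from the data, passing the limit was not always enough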;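 note: 0% = enzyme with substrate and 100% = substrate without enzyme; some results filed as inactive read as strong as hits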
#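 Material: human Csn5 produced in HEK293T cells; Input: enzyme 0.24 nM; Reagent: SCFSkp2-Nedd8OG substrate at 10 nM final; Dosing: 12.5 µM compound; Incubation: 90 min reaction at room temperature; Detection: fluorescence polarization of the substrate; Evaluation: % inhibition of substrate cleavage by Csn5; Control set: substrate-only high control, full reaction low control.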
# Tb MetRS inh = blocks T. brucei methionyl-tRNA synthetase activity. purified T. brucei MetRS, ATP depletion, Kinase-Glo luminescence. inhibition, % at 11.9 µM. 360,000 compounds, 0.4% hits;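 active = inhibition above a per-plate cutoff of the control wells' mean inhibition plus 3 SD, cut at about 5.5% in these data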;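 note: 0% = DMSO wells median and 100% = median of wells with control inhibitor compound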
#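 Test system: purified T. brucei MetRS enzyme. Also added: ATP, methionine and E. coli bulk tRNA substrates. Compound: 11.9 µM single point. Schedule: 15 min enzyme-compound preincubation, 2 h reaction, 10 min detection, 25 °C. Signal: luciferase luminescence of residual ATP, Kinase-Glo. Evaluation: percent inhibition versus plate control medians. Controls: DMSO wells, low control.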
# * marks the source's active call; other numbers are inactive results; i = inactive; · = no result given.
SMILES,LMPTP inh,NadD block,Scp1 inh,SUMO1 PPI mod,Rpn11 block,DNMT1 block,STEP block,MsrA inh,CSN inh,Tb MetRS inh
CCOC(=O)C(C)Sc1ncc(OC)c(=O)[nH]1 (centres undefined),-2.5,2,0,-1,i,0,-4,-1.3,2,-0.1
COc1ccc(-n2nnnc2C(c2ccccc2)N2CCN(C/C=C/c3ccccc3)CC2)cc1 (centres undefined),1.0,1,·,-3,i,-9,-1,0.1,0,-0.9
O=C(Nc1cccc(F)c1)Nc1ccc2c(c1)CCC2,-0.1,0,-9,-5,i,1,-2,-0.3,-2,-0.4
COc1ccc(CNC(=O)[C@H](C)NC(=O)C2CCN(S(=O)(=O)c3ccc(F)cc3)CC2)cc1,0.1,-2,-9,-1,i,-2,-2,0.4,-2,-0.2
Cc1ccc(OCCNC(=O)CN2C(=O)NC3(CCCC3)C2=O)cc1,-0.2,3,-7,-6,i,5,3,-1.0,-6,-0.5
O=C(CSC1=NS(=O)(=O)c2cc(F)ccc2N1)NCCc1ccccc1,-1.3,1,-6,5,i,3,2,-1.0,-1,-0.2
CC(=O)Nc1ccc(NC(=O)CSc2ccc(-c3cccnc3)nn2)cc1,0.3,1,-6,4,i,-1,-2,0.5,3,-0.3
CC[C@H](C)/C=C(C)/C=C/C(=O)Cc1cc(O)c(C)c(O)c1C=O,0.6,33*,-1,12,i,-14,-3,0.8,34,1.1
NC(=O)c1c(-c2ccc(Cl)cc2Cl)csc1NC(=O)Cc1ccccc1,0.8,3,-8,-1,i,2,-4,1.1,3,1.6
CCOC(=O)c1sc2nc(-c3ccco3)c3c(c2c1N)CC(C)(C)OC3,0.5,32*,-8,-5,i,4,3,0.5,14,-0.3
CCCCC(CC)C(=O)N1CCN(C(=O)c2ccco2)CC1 (centres undefined),-0.5,-3,-1,2,i,-1,-1,1.1,-9,-0.7
COc1ccccc1CNn1c(-c2cccc(C)c2)nc2ccccc2c1=O,-0.2,-4,0,1,i,2,3,-0.2,4,-0.6
COc1cccc(NC(=O)CN(C)C(=O)COc2ccc3ccccc3c2)c1,-0.1,0,-7,-2,i,-5,2,0.0,-1,0.0
CC(=O)Nc1cc(OC(C)=O)c2nonc2c1OC(C)=O,1.5,3,-8,8,i,29,-1,28*,2,28*
N#C/C(=C\Nc1ccc2c(c1)OCCO2)C(=O)NCc1ccco1,0.7,-5,-7,-2,i,-6,-3,3.0,-3,-0.7
CCN1CCN(c2nc3ccccn3c(=O)c2/C=C(\C#N)S(=O)(=O)c2ccccc2)CC1,-0.7,0,-4,-15,i,0,2,1.9,3,0.0
O=C(NNC(=O)c1cc(-c2ccc(Br)cc2)nc2ccccc12)c1csc(N2CCOCC2)n1,1.9,31*,-3,-4,i,-4,0,1.6,-5,-0.6
CC1CCCN(C(=O)CN2CCN(C(=O)c3ccco3)CC2)C1 (centres undefined),-0.1,10,1,-1,i,-3,-6,-1.7,3,-0.1
NC(=S)Nn1c(-c2ccccc2)nc2ccccc2c1=O,-1.5,4,-7,-1,i,1,-2,0.3,1,-1.7
O=C(CSc1nnc(-c2ccc(F)cc2)n1CC1CCCO1)NCc1ccco1 (centres undefined),-8.6,4,-5,-54,i,-4,-3,-1.1,1,-0.1
O=C(c1ccccc1N(Cc1ccccc1)S(=O)(=O)c1ccccc1)N1CCOCC1,-1.0,-2,0,2,i,0,0,-0.9,1,-0.3
CCOC(=O)c1ccc(NC(=O)CC2SC(=NC)N(C)C2=O)cc1 (centres undefined),-1.2,-2,-5,-5,i,-2,1,0.2,-3,-0.6
O=C(CSc1nnc(-c2ccc(Cl)cc2)n1Cc1ccco1)NCc1ccc2c(c1)OCO2,0.7,-6,0,2,i,-1,-5,0.5,-2,-0.6
CCOC(=O)C1CCN(c2c(NCc3ccc(C(=O)NCCOC)cc3)c(=O)c2=O)CC1,-1.0,3,-6,2,i,0,-4,1.7,-2,-0.4
COCCNC(=O)C1(C)CCCN(Cc2ccc(Cl)nc2)C1 (centres undefined),-1.3,-9,·,1,i,-1,-4,·,-3,-0.1
CCOc1ccccc1Nc1cc(C)c2cccc(C)c2n1,1.7,0,3,3,i,-6,-2,2.0,2,-1.0
O=C(COC(=O)c1cccc(Cl)c1Cl)NC1CCCC1,-0.4,-8,-6,-7,i,2,-2,-2.1,0,-1.2
CN(C)CCCNc1ncnc2c1c(-c1ccccc1)cn2-c1ccccc1,-1.9,-3,-9,0,i,-1,5,-1.5,3,-0.6
COc1ccc(N(Cc2cc3ccccc3[nH]c2=O)S(=O)(=O)c2ccc(OC)cc2)cc1,1.5,-3,-8,-10,i,-6,-2,0.0,4,-0.4
CCC(=O)N1c2ccccc2NC2=C(C(=O)CC(c3ccco3)C2)C1c1ccco1 (centres undefined),-1.4,-2,-10,3,i,-2,6,4.6*,-3,-0.4
Cc1cccnc1NC(=O)c1ccc(S(=O)(=O)NCc2ccco2)cc1,-0.5,0,1,5,i,2,2,-1.4,-2,-0.3
Cc1sc2nc(CSc3ccccc3)nc(NCCN(C)C)c2c1C,2.1,-8,-4,2,i,6,4,0.0,-8,-0.1
COc1ccccc1N1CCN(C(=O)C(=O)N/N=C/c2cccc(O)c2)CC1,-1.1,12,-6,-2,i,4,4,0.1,3,-0.2
O=C(Cn1c(NCCO)nc2ccccc21)NCC1CCCO1 (centres undefined),1.3,1,-1,2,i,0,-2,0.4,-3,0.3
CCn1ncc(CN2CCC(Oc3cc(C(=O)NC4CC4)ccc3OC)CC2)c1C,0.3,-10,-1,5,i,1,-1,-0.3,4,-0.3
COC(=O)c1cc(OC)c(OC)cc1NC(=O)Nc1ccc(OC)cc1,0.8,-2,-10,0,i,0,-1,-0.1,2,0.2
COc1ccc(-n2ccnc2SCC(=O)NC2CCCC2)c(OC)c1,-0.4,0,5,13,i,0,6,-0.6,-3,-0.7
CCN1CCN(c2nc(NCCO)c3ccccc3n2)CC1,0.5,-4,1,5,i,-2,-1,1.7,-2,-0.4
Cc1ccnc(N2CCCC(C(=O)NC3CC3)C2)n1 (centres undefined),-0.8,7,-1,-1,i,1,0,-1.2,6,0.2
Cc1cc([N+](=O)[O-])nn1CC(=O)Nc1ccc(Cc2ccncc2)cc1,-0.7,-2,3,-5,i,1,1,0.4,-5,-0.5
COc1ccc(NC(=O)Nc2cccnc2)c(OC)c1,0.8,-4,-1,-2,i,-2,2,2.3,-1,0.1
CCNC(=S)N1CCN(CCN2C(=O)c3cccc4cccc(c34)C2=O)CC1,0.1,-1,-2,-23,i,-1,2,2.5,0,-0.6
C=CCc1cc(Cl)ccc1OCCNCCCOC,-2.2,-3,-4,5,i,3,-4,0.2,1,0.6
O=C(O)C1CC=CCC1C(=O)NCc1ccc(Cl)c(Cl)c1 (centres undefined),-0.8,-7,11,6,i,3,0,-0.6,4,0.0
